# High-throughput results deposited in PubChem by Dana-Farber Cancer Institute and Novartis Institutes for BioMedical Research (Cambridge, Mass).
# USP30 block: human USP30 deubiquitinase inhibition | purified USP30, Ub-rhodamine cleavage fluorescence | inhibition, % at 25 µM | 47,000 tested, 5.3% active | Q70CQ3
# USP17 inh: human USP17-like deubiquitinase inhibition. A8MUK1. purified USP17, Ub-rhodamine cleavage fluorescence, 3 h. inhibition, % at 50 µM. 47,000 tested, 6.5% active. AID 1645855
# USP28 block: human USP28 deubiquitinase inhibition; Q96RU2; purified USP28, Ub-rhodamine cleavage fluorescence, 30 min; inhibition, % at 25 µM; 47,000 tested, 3% active; AID 1645857
# USP10 block: inhibitors of human USP10 deubiquitinase; Q14694; purified USP10, Ub-rhodamine fluorescence, 60 min; 47,000 tested, 1.1% active; inhibition, % at 20 µM
# USP7 inh: blocks human USP7 ubiquitin-rhodamine cleavage; Q93009; purified USP7, Ub-rhodamine cleavage fluorescence; AID 1645854; inhibition, % at 20 µM; 47,000 tested, 0.3% active
# USP8 block: human USP8 deubiquitinase inhibition | purified USP8, Ub-rhodamine cleavage fluorescence, 30 min | P40818 | 47,000 tested, 4.2% active | AID 1645853 | inhibition, % at 20 µM
# Target sequence (P40818 whole entry, looked up): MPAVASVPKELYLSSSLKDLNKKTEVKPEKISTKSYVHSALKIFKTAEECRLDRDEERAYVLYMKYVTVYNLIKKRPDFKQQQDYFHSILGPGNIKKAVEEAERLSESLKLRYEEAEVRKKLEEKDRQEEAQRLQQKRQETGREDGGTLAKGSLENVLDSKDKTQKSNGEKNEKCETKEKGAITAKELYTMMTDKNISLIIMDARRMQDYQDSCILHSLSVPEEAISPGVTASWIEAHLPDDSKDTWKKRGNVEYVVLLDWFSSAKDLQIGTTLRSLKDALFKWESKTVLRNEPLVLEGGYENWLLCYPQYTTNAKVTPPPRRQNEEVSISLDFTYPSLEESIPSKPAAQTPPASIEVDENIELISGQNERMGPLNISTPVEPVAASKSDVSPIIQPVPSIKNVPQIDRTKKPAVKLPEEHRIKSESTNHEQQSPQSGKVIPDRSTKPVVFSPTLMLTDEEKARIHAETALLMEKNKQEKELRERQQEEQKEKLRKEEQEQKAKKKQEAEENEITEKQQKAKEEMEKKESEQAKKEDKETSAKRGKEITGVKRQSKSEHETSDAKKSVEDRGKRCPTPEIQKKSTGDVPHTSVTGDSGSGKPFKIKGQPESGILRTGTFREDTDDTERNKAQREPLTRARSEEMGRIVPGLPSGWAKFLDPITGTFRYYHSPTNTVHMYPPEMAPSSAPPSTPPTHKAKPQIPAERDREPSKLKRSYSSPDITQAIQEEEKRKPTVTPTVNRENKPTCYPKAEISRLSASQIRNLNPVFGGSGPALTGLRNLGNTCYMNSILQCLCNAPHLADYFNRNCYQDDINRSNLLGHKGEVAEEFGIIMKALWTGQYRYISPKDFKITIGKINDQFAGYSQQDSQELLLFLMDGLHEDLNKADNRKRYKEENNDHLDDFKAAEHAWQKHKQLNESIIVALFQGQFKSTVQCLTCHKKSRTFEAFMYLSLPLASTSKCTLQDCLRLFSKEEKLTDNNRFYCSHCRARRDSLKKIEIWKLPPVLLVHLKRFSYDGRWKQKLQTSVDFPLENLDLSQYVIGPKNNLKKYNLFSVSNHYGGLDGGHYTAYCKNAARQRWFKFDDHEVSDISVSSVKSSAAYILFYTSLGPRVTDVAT
# OTUD3 block: inhibitors of human OTUD3 deubiquitinase | 47,000 tested, 0.7% active | purified OTUD3, Ub-rhodamine fluorescence, 2 h | inhibition, % at 25 µM | Q5T2D3
# UCHL1 inh: inhibitors of human UCHL1 deubiquitinase; purified UCHL1, Ub-rhodamine cleavage fluorescence; inhibition, % at 20 µM; 47,000 tested, 0.2% active; AID 1645859
# Starred values were filed as active, the others as inactive; i = inactive; · = no result given. Rule as the data show it: active = inhibition above about 30%; inactive = the rest.
Structure,USP30 block,USP17 inh,USP28 block,USP10 block,USP7 inh,USP8 block,OTUD3 block,UCHL1 inh
O=C(Cc1ccc(-n2c(=O)[nH]c3ccccc3c2=O)cc1)N1CCN(c2ccccc2)CC1,0,12,5,0,-1,-3,-11,-1
Cc1nn(-c2ccc(F)cc2)c(C)c1C(=O)NC1CCCCC1,18,8,13,0,2,-2,2,1
CCc1nc(SCC(=O)c2ccc(Cl)cc2)c2oc3ccccc3c2n1,-35,-14,-16,0,1,-2,-8,-2
CC1=CCC2C(C)(C)CCC[C@]2(C)[C@H]1CO[C@@H](C(=O)O)[C@H](CC(=O)O)C(=O)O (stereo not given in full),-80,-2,0,-13,-30,-53,-1,-11
Cc1nn(C)cc1C(=O)Nc1cnn(C)c1C(N)=O,4,5,-10,3,0,-1,10,-2
Cc1nc(-c2ccc(NC(=O)N3CCCc4ccccc43)cc2)no1,-32,7,3,0,5,19,-1,2
CCN[C@H]1C[C@@H](c2ccccc2)OC2(CCN(Cc3cnc(C)s3)CC2)C1,-28,-22,-11,-3,3,-50,-7,0
COc1cc(OC)cc(C(=O)NCCS(=O)(=O)N2CCN(c3ncccn3)CC2)c1,-4,·,-9,2,-2,-5,-13,-1
O=C(N[C@H]1[C@H](O)[C@H](O)C[C@@H]1c1ccc(N2CCOCC2)nc1)c1cc2ccccc2s1,-67,-18,-6,1,-7,12,-5,3
O=C(NC1CCN(Cc2ccccc2)CC1)c1ccc(-c2cccnc2)nc1,-10,-4,-3,0,1,-6,-9,-2
O=C(Nc1ccccc1Cc1ccccc1)c1nc2n(n1)-c1ccccc1S(=O)(=O)N2,18,-2,10,46*,17,59*,9,4
Cc1ccc(NC(=O)C2C3C=CC4(O3)C2C(=O)N(Cc2ccc3c(c2)OCO3)C4C(=O)NC2CCCCC2)cc1 (stereo not given),-1,28,-8,0,-13,-5,1,-3
CC1CCN(C(=O)c2cnn(-c3ccc(Cl)cc3)c2C2CCNCC2)CC1,1,-8,-1,-4,-2,-70,2,-1
Cc1ccc2cccc(OC(=O)c3c(F)cccc3Cl)c2n1,-34,-5,-11,-1,-19,0,-4,-2
COc1ccc(NC(=O)c2oc3ccccc3c2NC(=O)Cc2cccc(C)c2)c(OC)c1,5,8,-7,4,-1,1,2,-2
O=C(O)C1CC(=O)N(Cc2ccc(-c3nc4ccccc4s3)o2)C1 (stereo not given),i,-134,-246,-8,-82,-176,-186,-86
O=C(Cn1cc(S(=O)(=O)N2CCCC2)ccc1=O)N1CCCc2ccccc21,20,11,13,1,5,12,5,1
COc1ccc(C(CNC(=O)c2ccccc2F)N2CCN(C)CC2)cc1 (stereo not given),-1,·,-5,0,-2,6,3,0
Cc1c(N2CCN(C(=O)COc3ccccc3)CC2)c(=O)n(C)c(=O)n1-c1ccccc1,-6,-1,3,-3,8,-5,3,6
O=C(CNc1nc(Nc2ccccc2)nc(Nc2ccccc2)n1)Nc1ccccc1F,22,44*,21,10,8,7,9,9
CCOc1ccccc1C(=O)N1CCN(Cc2c(C)noc2C)CC1,20,-3,3,-1,4,-70,12,-1
COCCN1C(=O)CO[C@H]2CN(C(=O)c3cn4c(C)cccc4n3)C[C@@H]21,0,5,2,0,3,7,0,0
Cc1cc(C(=O)N2CCC(C3(C)NC(=O)NC3=O)CC2)sc1C (stereo not given),-111,-25,-31,-4,-9,-74,-19,-13
Cc1c(C(=O)NCC2CCCCC2)nnn1-c1cccc2c1CCN(C1CCOCC1)C2,-29,10,0,-2,-8,36*,-1,1
OC1(c2cccnc2)CCN(Cc2ccccc2F)CC1,-44,-13,-6,-7,-3,-13,0,-7
O=C(Cn1cnnn1)N1CCCCC1c1nc2ccccc2[nH]1 (stereo not given),0,-2,-3,0,-1,0,-6,0
CN1CCN(S(=O)(=O)c2ccc(C3CCCCC3)cc2)CC1,14,5,6,0,-22,-2,10,1
CC1CCCN(C(=O)C2CCC3(CC2)CNC(=O)c2cc(Cl)ccc2O3)C1 (stereo not given),-3,-1,0,4,0,-17,-4,-2
CCc1noc(-c2ccnc(-n3ncc(C(=O)N4CCC(C)CC4)c3C)c2)n1,8,9,2,0,3,10,9,1
N#Cc1c(F)cccc1NCCCn1ccnc1,26,14,15,0,3,13,12,3
O=C(CCn1cnc2ccccc2c1=O)Nc1ccc(Cl)cc1,14,40*,21,1,-2,18,7,6
Cc1ccccc1NC(=O)CN1CCN(c2nccn2-c2ccccc2F)CC1,-53,-14,-16,-7,-2,-15,-17,-4
CC(C)(C)c1nc(CN2CCOC(Cn3cncn3)C2)cs1 (stereo not given),-27,-14,-17,-7,-2,-5,-10,-1
CCC1(C)Cc2c(sc3nc(SCC(=O)NCCc4ccccc4)nc(N)c23)CO1 (stereo not given),0,-6,0,1,-1,1,-6,-2
O=C(c1nc(-c2cnccn2)no1)N1CCCCCC1,23,2,4,2,0,-36,10,2
Cc1ccc(Cn2nnc3c(=O)[nH]c(C4CCN(C(=O)c5cccc(F)c5)CC4)nc32)cc1,-15,-12,-20,9,-20,-10,-10,-2
O=C(COc1cccc(-n2cnnn2)c1)Nc1ccc2c(c1)OCCO2,14,5,50*,-1,1,11,3,2
CSc1nc(SCC(N)=O)c2c3c(sc2n1)COC(C)(C)C3,44*,61*,29,8,2,2,18,3
COc1ccc(OCC(=O)Nc2nc3cc4c(cc3s2)OCCO4)cc1,12,6,28,8,12,28,0,1
Cc1ccc(Cn2nc(C)c(C(=O)N3c4ccccc4CCC3C)c2C)cc1 (stereo not given),-1,0,-4,-1,-11,-2,-6,1
Cc1cccc(NC(=O)c2cn(-c3ncccc3-c3nc(C)no3)cn2)c1,-1,0,4,-1,2,0,0,0
c1ccc(-c2nc(NCCCN3CCOCC3)cc(-c3ccccn3)n2)cc1,-46,-28,-19,-3,-2,-7,-12,1
Cc1cccc(NC(=O)Cc2nc(-c3ccccc3)n[nH]2)c1C,0,0,-2,0,-1,11,-2,1
Cc1cc2nc(C3CCN(C(=O)c4ccn[nH]4)CC3)ccn2n1,21,19,13,3,3,20,13,2
C[C@@H](NC(=O)c1ccc2c(c1)OCO2)c1nc2cc(-c3ccccc3F)ncn2n1,15,17,14,1,1,2,11,0
O=C(c1c(F)cccc1F)N1CCC(c2nc3c(nnn3Cc3ccc(F)cc3)c(=O)[nH]2)CC1,3,-6,-1,7,-10,5,-8,-6
Cc1ccccc1NC(=O)c1cn(C)c2c(=O)n(-c3ccccc3)c(=O)[nH]c12,5,10,-2,2,2,-5,6,2
COc1ccc(Cl)cc1NC(=O)C(C)N1CCc2cc(OC)c(OC)cc2C1 (stereo not given),-12,0,-10,2,2,-1,-7,6
O=C(NCc1ccccc1Cl)C1CCCN(c2nnc(N3CCCC3=O)s2)C1 (stereo not given),21,20,2,-3,-3,-4,2,0
CC(=O)N1C[C@H](c2ccccc2)[C@H]2CN(C(=O)c3ccc(=O)[nH]c3)CC[C@H]21,30*,7,15,3,4,8,13,2
CC(=O)N1CCc2cc(S(=O)(=O)Nc3c(C)cccc3C)ccc21,-10,-8,-1,0,7,-35,1,0
CCOc1ccnc2c1c(=O)n(CC(=O)N1CCCCCC1)c(=O)n2C,-19,-9,-14,-6,-3,-12,-9,-4
CCc1nc2ccc(C(=O)N(C)Cc3ccccc3)cc2nc1CC,16,5,16,4,-1,13,15,3
CCC(C)C1C(=O)N(C)C(C(C)CC)C(=O)NCC(=O)N(C)C(C(C)C)C(=O)NC(Cc2ccc(OC)cc2)C(=O)OC(C)C(=O)N2CCCCC2C(=O)N(C)C(C(C)C)C(=O)NC(C(C)C)C(=O)N(C)C(CC(=O)O)C(=O)N1C (stereo not given),-13,-5,-2,-1,1,-2,1,-2
COc1ccc(CCN2CC(=O)N3CCc4c([nH]c5ccccc45)C3(C)C2=O)cc1 (stereo not given),-11,2,1,1,4,-2,-2,3
Cc1ccc(-c2nnc(NC(=O)c3c(F)cccc3F)s2)cc1,12,3,3,3,4,9,3,1
COc1ccccc1NC(=O)N(CCc1ccccc1)Cc1cc2cc3c(cc2[nH]c1=O)OCCO3,6,7,-3,-1,1,7,-5,-3
CCN(CC)S(=O)(=O)c1cc(C(=O)Nc2ccc(-c3cn4ccsc4n3)cc2)ccc1Cl,11,16,14,5,1,9,5,7
O=C1C(N2CCCN(S(=O)(=O)c3cccnc3)CC2)CCN1CC1CC1 (stereo not given),-21,-5,-8,-4,-2,-7,-7,-4
CC(=O)N(Cc1nn(C)c2c1CN(S(=O)(=O)c1ccccc1F)CC2)c1ccccc1,13,3,0,-3,2,6,9,-1

# (list continues)
Structure,USP30 block,USP17 inh,USP28 block,USP10 block,USP7 inh,USP8 block,OTUD3 block,UCHL1 inh
COc1ccccc1OCC(=O)NCc1cc(-c2ccc(F)cc2)on1,-22,-6,0,4,-1,-1,3,0
CC(C)CCN1C[C@H]2C[C@H](C(=O)NCC3CC3)[C@@H](C1)O2,-5,-7,0,0,0,-47,-6,-2
NC(=O)C1CCN(C(=O)c2ccc(-n3cccn3)c(C#Cc3ccccc3)c2)CC1,-12,-21,-13,-3,-11,-6,-10,-3
O=C(CN1CCN(CCCc2c[nH]c3ccc(F)cc23)CC1)N(c1ccccc1)C1CCCCC1,16,-13,-2,0,2,-120,-2,6
Cc1cccc2c(=O)c(-c3ccccc3)c(NC(=O)c3ccccc3)oc12,17,7,15,6,3,11,3,3
COc1cccc(CNc2nc3c(S(=O)(=O)c4ccc(F)cc4)nnn3c3ccccc23)c1,13,·,2,1,6,9,0,-3
COc1cccc(OC)c1C(=O)Nc1ccccc1NC(=O)c1c(OC)cccc1OC,-7,-17,-15,-1,0,-39,-10,0
CC(C(=O)Nc1cccc2ccccc12)(C(F)(F)F)C(F)(F)F,-17,6,0,-5,-8,9,0,-3
CNC(=O)c1ccc(NC(=O)c2cn3ccc(C)cc3n2)cc1,1,-10,-5,0,-1,-12,-2,-3
CCCSc1nc(SCC(=O)NC(C)Cc2ccccc2)c2c3c(sc2n1)COC(C)(C)C3 (stereo not given),10,6,7,0,1,2,8,0
CCS(=O)(=O)n1nc(-c2ccco2)nc1NCc1ccc(F)cc1,0,1,5,0,-52,5,0,-3
Cc1ccccc1C1CC(=O)c2c(C)nc(N3CCN(CCO)CC3)nc2C1 (stereo not given),0,2,-4,-3,-16,-2,-1,1

# Structures above that contain a furan ring, fused or not (four):
Structure,USP30 block,USP17 inh,USP28 block,USP10 block,USP7 inh,USP8 block,OTUD3 block,UCHL1 inh
CCc1nc(SCC(=O)c2ccc(Cl)cc2)c2oc3ccccc3c2n1,-35,-14,-16,0,1,-2,-8,-2
COc1ccc(NC(=O)c2oc3ccccc3c2NC(=O)Cc2cccc(C)c2)c(OC)c1,5,8,-7,4,-1,1,2,-2
O=C(O)C1CC(=O)N(Cc2ccc(-c3nc4ccccc4s3)o2)C1 (stereo not given),i,-134,-246,-8,-82,-176,-186,-86
CCS(=O)(=O)n1nc(-c2ccco2)nc1NCc1ccc(F)cc1,0,1,5,0,-52,5,0,-3

# Other entries:
Structure,USP30 block,USP17 inh,USP28 block,USP10 block,USP7 inh,USP8 block,OTUD3 block,UCHL1 inh
CCc1cccc(NC(=O)c2cc(S(=O)(=O)N(C)C)ccc2N2CCCC2)c1,-39,0,5,0,-4,1,0,2
Cc1ccc(NC(=O)c2ccc(-n3nccc3C)cc2)c(O)c1,-52,-2,-12,0,0,0,-6,-4
Cc1cccc2c1N(CC(=O)NCc1ccc(F)cc1)C(=O)C1CCCN1C2=O (stereo not given),16,9,2,0,4,6,5,1
Cc1cccnc1Nc1cccc(C2CCCN2S(=O)(=O)N(C)C)n1 (stereo not given),-3,0,-3,1,4,-4,3,0
Cc1oc(-c2[nH]ncc2C(=O)N2CCCC2)cc1S(=O)(=O)NCc1ccccc1,-100,-16,-16,-4,-60,-13,-5,3
Cc1cc(CSc2ncccc2C(=O)Nc2ccnn2Cc2ccccc2)no1,-9,-16,-15,2,-1,-22,-7,0
CC1=NOC(CNS(=O)(=O)c2ccc(C)cc2)C1 (stereo not given),0,2,-11,-2,0,1,-3,-1

# 4 entries out of the list above, sorted by the number in USP28 block, high to low.
Structure,USP30 block,USP17 inh,USP28 block,USP10 block,USP7 inh,USP8 block,OTUD3 block,UCHL1 inh
CCc1cccc(NC(=O)c2cc(S(=O)(=O)N(C)C)ccc2N2CCCC2)c1,-39,0,5,0,-4,1,0,2
Cc1cccnc1Nc1cccc(C2CCCN2S(=O)(=O)N(C)C)n1 (stereo not given),-3,0,-3,1,4,-4,3,0
Cc1ccc(NC(=O)c2ccc(-n3nccc3C)cc2)c(O)c1,-52,-2,-12,0,0,0,-6,-4
Cc1oc(-c2[nH]ncc2C(=O)N2CCCC2)cc1S(=O)(=O)NCc1ccccc1,-100,-16,-16,-4,-60,-13,-5,3
